TEAD-YAP block: TEAD-YAP interaction inhibition; HEK-TIYL cells, TEAD-Gal4/YAP UAS-luciferase luminescence; inhibition, % at 9.12 µM; 640,000 compounds, 1.4% hits; AID 1259422; in the data active = inhibition above about 32%;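 note: 0% = median of test compound wells and 100% = reference inhibitor wells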
GPR151 activ: activators of human GPR151 | PathHunter beta-arrestin GPR151 cells, luminescence | Q8TDV0 | activation, % at 11.2 µM | 650,000 compounds, 1% hits | AID 1508602; in the data active = activation above about 4.9%;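 note: 0% = median of compound wells and 100% = cells with positive control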
Target sequence (Q8TDV0 whole entry, looked up): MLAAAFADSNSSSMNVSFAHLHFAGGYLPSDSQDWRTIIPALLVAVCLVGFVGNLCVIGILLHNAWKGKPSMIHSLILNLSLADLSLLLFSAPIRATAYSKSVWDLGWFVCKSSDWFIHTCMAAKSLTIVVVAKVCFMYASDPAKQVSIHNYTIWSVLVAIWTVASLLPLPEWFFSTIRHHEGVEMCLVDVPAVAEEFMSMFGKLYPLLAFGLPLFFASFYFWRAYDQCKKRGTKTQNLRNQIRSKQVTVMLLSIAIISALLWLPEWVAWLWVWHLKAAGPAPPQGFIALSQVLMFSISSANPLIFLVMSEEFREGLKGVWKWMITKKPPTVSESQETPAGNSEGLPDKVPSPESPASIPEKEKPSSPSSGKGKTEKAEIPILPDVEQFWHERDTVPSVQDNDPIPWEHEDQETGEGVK
MITF primary: human MITF inhibition, primary screen. O75030. AlphaScreen MITF homodimerization, bead proximity signal. inhibition, % at 2.6 µM. 650,000 compounds, 0.91% hits; in the data active = inhibition above about 50%;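 note: 0% = vehicle wells with protein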
Target sequence (O75030 whole entry, looked up): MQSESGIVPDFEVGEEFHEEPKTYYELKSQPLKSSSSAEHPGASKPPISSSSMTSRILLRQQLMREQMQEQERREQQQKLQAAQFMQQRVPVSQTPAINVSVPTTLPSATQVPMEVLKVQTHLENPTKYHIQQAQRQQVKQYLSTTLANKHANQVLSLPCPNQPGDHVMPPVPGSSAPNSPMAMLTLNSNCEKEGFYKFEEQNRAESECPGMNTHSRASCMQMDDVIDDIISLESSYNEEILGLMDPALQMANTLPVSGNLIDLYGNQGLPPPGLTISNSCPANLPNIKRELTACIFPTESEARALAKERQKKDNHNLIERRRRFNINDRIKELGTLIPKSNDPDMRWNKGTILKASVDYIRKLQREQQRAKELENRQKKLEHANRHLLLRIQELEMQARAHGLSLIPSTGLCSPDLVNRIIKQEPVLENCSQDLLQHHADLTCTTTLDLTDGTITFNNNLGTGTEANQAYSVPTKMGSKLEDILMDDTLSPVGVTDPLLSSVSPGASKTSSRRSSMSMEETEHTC
FBW7 act: activators of human E3 ligase FBW7 | Q969H0 | AlphaScreen FBW7–phospho-cyclin E peptide binding, activator screen | normalized activity (activation), % at 26.1 µM | 650,000 compounds, 0.13% hits | AID 1259310; in the data active = normalized activity above about 1.9%;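 note: purified mutant Fbw7 with reduced substrate affinity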
Active calls of the source: *.

SMILES	TEAD-YAP block	GPR151 activ	MITF primary	FBW7 act
COc1ccc(C(C2=C(O)CC(C)(C)CC2=O)C2C(=O)CC(C)(C)CC2=O)cc1OC (stereo not drawn)	13	0.1	13	0.1
O=C(c1ccc(N2CCOCC2)c([N+](=O)[O-])c1)N1CCc2ccccc21	-7	0.4	11	0.1
Cc1cc2oc(=O)cc(CN3CCOCC3)c2cc1C(C)C	4	-0.4	-8	0.2
CCN(CC)S(=O)(=O)c1ccc(NC(=O)Cn2cnc3ccccc3c2=O)cc1	3	-2.7	14	0.7
CC(Cc1cc(C(=O)NCc2cnn(-c3ccccc3)n2)on1)c1ccccc1 (stereo not drawn)	-23	0.0	18	0.1
O=C(c1ccc(Cl)cc1)N1CCN(c2ccc(Cl)cc2[N+](=O)[O-])CC1	10	0.1	11	-0.5
Cc1cc2c(n1-c1ccc(C(=O)NCCN3CCN(C)CC3)cc1)CCCC2	7	-2.5	8	0.1
CN(C)C(CNS(=O)(=O)c1ccc(Br)cc1Cl)c1ccccc1 (stereo not drawn)	-2	0.5	9	0.0
CCCOc1ccc(/C(O)=C2/C(=O)C(=O)N(c3ccccn3)C2c2ccc(C(C)(C)C)cc2)cc1C (stereo not drawn)	10	-1.2	-15	0.2
COc1ccc(NC(=O)CCN2CCN(C/C=C/c3ccccc3)CC2)cc1	3	-1.1	12	0.0
N#C/C(=C\Nc1ccc(S(=O)(=O)NC(N)=O)cc1)c1nc(-c2ccc(F)cc2)cs1	1	0.2	-1	0.0
Clc1ccccc1-c1nc(N2CCN(c3ccccc3)CC2)nc2ccc(Br)cc12	-2	-0.3	-4	-0.1
CC(=O)NC(=O)c1cc2cc(Br)ccc2oc1=Nc1ccccc1F	-15	-1.7	18	0.0
CNC(=S)NNC(=O)CNc1ccc(C)c(Cl)c1	-5	-1.3	1	0.9
O=C(NC1CCCCCCC1)c1ccccc1	-38	-0.7	4	-0.3
CCCNC(=O)c1cccc([N+](=O)[O-])c1	2	1.2	4	-0.3
C[C@H](c1ccccc1)n1c(=O)[nH]c2ncc(-c3ccco3)nc21	-2	0.4	-3	-0.5
COC(=O)C1=CN(Cc2cccs2)C=C(C(=O)OC)C1c1cc(Cl)c(O)c(OC)c1	2	0.9	10	0.0
COc1ccc(C2CC(c3cccs3)=NN2C(=O)CSc2nnc(CNC(=O)Cc3ccccc3)n2C)cc1 (stereo not drawn)	-9	-0.6	-9	-0.1
CC(C)n1cnc2c(NCCCN3CCCC3=O)nc(N3CCCC3CO)nc21 (stereo not drawn)	5	-0.7	3	0.1
Cc1cc(C)nc(NS(=O)(=O)c2ccc(NC(=S)NC(=O)c3ccc(Cl)cc3Cl)cc2)n1	1	-1.9	12	0.3
CCCC(=O)Nc1nnc(SCC(=O)NC(C)(C)C)s1	-1	-0.4	10	0.1
CCC1CCCCN1S(=O)(=O)c1cc(OC)c(Cl)cc1OC (stereo not drawn)	-2	5.6*	3	0.0
CCOC(=O)C1=C(C)N=c2s/c(=C\c3c(C)n(C)c4ccccc34)c(=O)n2C1c1ccc(OCC)cc1 (stereo not drawn)	-6	-1.9	8	0.0
Clc1ccc(C2CC(c3ccc4c(c3)OCO4)Nc3nnnn32)cc1 (stereo not drawn)	-7	-2.5	-7	0.1
CC(=O)Nc1ccc(Nc2nc(Nc3cccc(N(C)C)c3)nc3c2ncn3Cc2ccc(C(F)(F)F)cc2)cc1	7	-1.5	-6	-0.1
COc1cc(C2Nc3cccc4cccc(c34)N2)cc(OC)c1OC	9	0.9	-10	-0.2
COCCOC(=O)c1ccc(NC(=O)c2c(-c3ccccc3Cl)noc2C)cc1	-4	-0.8	14	-0.1
CCc1ccc(NC(=O)c2cc(C(=O)c3cc(OC)ccc3O)coc2=N)cc1	11	-0.7	4	0.1
O=C(O)C1=CCN(S(=O)(=O)c2ccc(Br)cc2)CC1	-3	-0.3	8	-0.2
O=C(Nc1cc2c3c(c1)CC(=O)N3CCC2)c1ccc(F)c(F)c1	4	1.0	8	0.1
CNC(=S)Nn1cnc2ccccc21	3	-0.2	12	0.1
COc1ccc(/C=C2\C(=O)NC(=O)N(c3ccc(C)c(C)c3)C2=O)cc1C(=O)O	-7	-0.8	2	-0.3
CC1=CC(C)(C)N(C(=O)CSc2nnc(-c3ccccc3)o2)c2ccccc21	-9	0.0	-8	0.6
Cc1cc(C(=O)N2CCN(C(=O)c3sc4cc([N+](=O)[O-])ccc4c3Cl)CC2)no1	20	-0.8	22	0.4
O=C(Cc1n[nH]c(=O)c2ccccc12)N/N=C/c1ccncc1	-1	2.1	2	0.5
N#Cc1ccc(NC(=O)c2ccc(I)cc2)cc1	-45	-0.1	2	-0.1
Cc1onc(-c2ccccc2)c1C(=O)NNC(=S)NC(=O)c1ccc(Cl)cc1	-14	-1.5	-2	-0.1
O=C(NC1CC1)c1ccc(CS(=O)c2ccccc2)o1 (stereo not drawn)	-6	1.2	0	0.0
CN(C1=NS(=O)(=O)c2ccccc21)c1ccccc1	-1	-1.5	7	0.0

Compound profiles, as listed above. Values in the order: TEAD-YAP block	GPR151 activ	MITF primary	FBW7 act
CCCNC(=O)c1cccc([N+](=O)[O-])c1 as listed: 2	1.2	4	-0.3
Cc1cc2c(n1-c1ccc(C(=O)NCCN3CCN(C)CC3)cc1)CCCC2 as listed: 7	-2.5	8	0.1
CC1=CC(C)(C)N(C(=O)CSc2nnc(-c3ccccc3)o2)c2ccccc21 as listed: -9	0.0	-8	0.6
CCc1ccc(NC(=O)c2cc(C(=O)c3cc(OC)ccc3O)coc2=N)cc1 as listed: 11	-0.7	4	0.1
O=C(NC1CC1)c1ccc(CS(=O)c2ccccc2)o1 (stereo not drawn) as listed: -6	1.2	0	0.0

Single entries from above:
TEAD-YAP block result of COc1ccc(/C=C2\C(=O)NC(=O)N(c3ccc(C)c(C)c3)C2=O)cc1C(=O)O reads -7
TEAD-YAP block result of CC(=O)Nc1ccc(Nc2nc(Nc3cccc(N(C)C)c3)nc3c2ncn3Cc2ccc(C(F)(F)F)cc2)cc1 reads 7

Next section
SMILES	TEAD-YAP block	GPR151 activ	MITF primary	FBW7 act
COc1cccc(C(=O)OCC(=O)NC(=O)NC2CCCCC2)c1O	4	0.6	1	-0.1
CCOC(=O)C1CCN(c2nc3ccc(CC)cc3s2)CC1	55*	-1.3	-5	0.9
CC(O)c1ccc(Nc2nccc(-c3cccc(NS(C)(=O)=O)c3)n2)cc1 (stereo not drawn)	77*	0.9	12	1.0
CCn1c(SCC(=O)Nc2ccc(C(N)=O)cc2)nnc1-c1ccc(F)cc1	5	-0.5	12	0.0
Cc1ccc(NC(=O)C(NS(=O)(=O)c2ccc3nc(C)sc3c2)C(C)C)cc1 (stereo not drawn)	-7	0.0	0	-0.1
CCOC(=O)c1cccc(NC(=O)c2cc3c(=O)n(C)c4ccccc4c3s2)c1	2	-0.2	4	0.1
O=C(O)CCCC(=O)Nc1ccc(Br)cc1-c1nc2ccccc2[nH]c1=O	-1	-1.9	30	1.3
COc1ccc(C(=O)N/N=C/c2ccco2)cc1	-32	6.9*	21	-0.1
COc1ccc(C2(C(=O)Nc3nncs3)CCCC2)cc1	0	-0.1	3	0.6
O=C(COC(=O)c1ccc(N2C(=O)C3C4c5ccccc5C(c5ccccc54)C3C2=O)cc1)c1ccc([N+](=O)[O-])cc1 (stereo not drawn)	9	-1.7	16	0.0
Fc1ccc(C2N(Cc3ccc(Cl)cc3)CCN2Cc2ccc(Cl)cc2)cc1	6	-1.2	1	0.1
Cc1ccc(C)c(NC(=O)Nc2nnc(N3C(C)CCCC3C)s2)c1 (stereo not drawn)	2	-2.3	0	-0.3
Cc1ccc([N+](=O)[O-])cc1NC(=O)CN(C1CCCCC1)S(C)(=O)=O	8	-1.4	12	1.1
Cn1c(=O)oc2cc(S(=O)(=O)N3CCC(C(=O)NC4CCCC4)CC3)ccc21	-14	-0.8	6	0.0
COC(=O)c1ccccc1OC1OC(CO)C(O)C(O)C1O (stereo not drawn)	-3	-1.6	-7	-0.1
CN(C)C(CNC(=S)NC1CC1)c1ccco1 (stereo not drawn)	2	1.3	6	-0.1
Cc1ccc(/C(O)=C2\C(=O)C(=O)N(c3nccs3)C2c2ccc(C(C)C)cc2)cc1 (stereo not drawn)	-5	1.2	12	0.3
COc1ccc(-c2nc(Nc3ccc(Oc4ccccc4)cc3)c3ncn(C(C)C)c3n2)cc1	0	-3.3	-10	0.1
CCC1Cc2c(nc3c4c(nc(N5CCOCC5)c(C#N)c24)NC(C)=N3)O1 (stereo not drawn)	4	-1.4	5	0.2
CCOC(=O)CNC(=O)CSc1nc(C)cc(=O)[nH]1	8	-0.3	7	-0.1
Cc1ccc(OCC(=O)Nc2ccccc2)cc1C	-75	-0.1	-8	0.0
CC1=C(C(=O)N(C)C)C(c2ccccc2)NC(=S)N1 (stereo not drawn)	12	-1.0	7	0.0
CCOc1ccc(-n2c(SCC(=O)Nc3cccc(C)c3)nc3sc4c(c3c2=O)CCCC4)cc1	11	2.6	-5	0.1
COc1ccc(-c2nc3cc(NC(=S)NC(=O)c4ccccc4)ccc3o2)cc1	-34	-0.7	15	0.3
COc1ccc(CCNC(C)CC(=O)Nc2ccccc2)cc1 (stereo not drawn)	2	0.1	56*	0.0
O=C1OC(c2ccc(Cl)c([N+](=O)[O-])c2)=N/C1=C\c1c(F)cccc1Cl	6	1.6	8	-0.1
Cc1ccc2nc(N3CCC(N4CCC(C(O)c5cccs5)CC4)CC3)nc(C)c2c1 (stereo not drawn)	-5	0.3	-2	0.0
COC(=O)c1cc(NC(=O)c2ccncc2)cc(C(=O)OC)c1	4	0.9	15	0.1
COC(=O)[C@H](C(C)C)n1c(C)c(C(C)=O)c(C(C)=O)c1C	-14	2.3	0	0.0
COc1cccc(CN2CCC(n3nccc3NC(=O)C3CC3)CC2)c1	7	1.0	3	0.1
COc1ccc2c(c1OC)C(=O)OC2Nc1cc(C)ccc1C (stereo not drawn)	-4	1.6	5	-0.1
CC(=Nc1ccc(C)c(C)c1)C1=C(O)CSC1=O	-16	-0.4	-8	0.0
N#Cc1c(NC(=O)COc2ccc(F)cc2)sc2c1CCC2	2	0.5	7	0.2
COc1ccc(NC(=O)CC2CCCCC2)c([N+](=O)[O-])c1	-41	-1.6	21	-0.1
Cc1cc(Br)ccc1OCCOCCN1CCOCC1	-26	-1.7	33	-0.1
O=C(c1cccs1)N1CCN(c2nc(N3CCOCC3)nc(-n3ccnc3)n2)CC1	12	0.2	5	0.4
N#Cc1cnc(SCCc2ccccc2)nc1N	0	-0.5	1	0.0
CCOC(=O)C1(CCOC)CCN(Cc2ccon2)CC1	-4	0.9	10	-0.1
O=C(NCCc1ccccc1)C(=O)NCC1CCCN1S(=O)(=O)c1cccs1 (stereo not drawn)	6	7.3*	9	0.0
Cc1cc(NC(=O)Cc2csc(NC(=O)c3ccc(Cl)cc3)n2)ccc1Br	-10	-0.6	0	-0.1

In another format: entries from further up
smiles | TEAD-YAP block | GPR151 activ | MITF primary | FBW7 act
COc1cccc(CN2CCC(n3nccc3NC(=O)C3CC3)CC2)c1 | 7 | 1.0 | 3 | 0.1
COc1ccc2c(c1OC)C(=O)OC2Nc1cc(C)ccc1C (stereo not drawn) | -4 | 1.6 | 5 | -0.1

(next part)
SMILES	TEAD-YAP block	GPR151 activ	MITF primary	FBW7 act
Cc1cc(C)c(OCC(O)CN(CCO)CC(O)Cn2ccc3ccccc32)c(C)c1 (stereo not drawn)	13	0.1	21	0.0
O=C(CNC1CCCC1)Nc1ccccc1N1CCCCCC1	-3	2.0	18	0.0
Cc1cccc2sc(N3C(=O)C4C5C=CC(C5)C4C3=O)nc12 (stereo not drawn)	7	1.2	2	-0.1
CCOc1ccccc1CN1CCC(N2CCN(c3ccccc3)CC2)CC1	4	-1.2	48	0.2
O=C1C2C3C=CC(O3)C2C(=O)N1c1ccccc1Br (stereo not drawn)	-3	-0.2	15	0.0
COc1ccc(NC(=O)CNC(=O)C2OC3OC(C)(C)OC3C3OC(C)(C)OC23)cc1 (stereo not drawn)	11	0.6	-1	0.2
CCn1c(=O)c2c(nc3n(-c4ccc(C)cc4)c(C)cn23)n(C)c1=O	14	-0.1	4	0.1
COc1cccc(NC(=O)c2nnn(CCc3ccccc3)c2N)c1	-22	-1.9	0	-0.1
COc1cccc(N=C2NNC(C)=C(C(=O)N(C)C)S2)c1	-2	-1.1	0	-0.1
O=C(NCCSc1ccccc1)c1ccccc1Cl	-41	-2.1	9	0.1
O=C(Nc1ncc(S(=O)(=O)c2ccc([N+](=O)[O-])cc2)s1)c1cccc(Cl)c1	-7	0.5	2	-0.1
CCC(C)Nc1nc2c(c(=O)[nH]c(=O)n2C)n1CCOc1ccccc1 (stereo not drawn)	-11	4.5	0	0.0
COc1ccc(-c2noc(CN(C)Cc3ccccc3)n2)cc1	-1	0.0	2	0.0
CC1N=C2c3ccccc3N=C(SCc3ccc([N+](=O)[O-])cc3)N2C1=O (stereo not drawn)	1	-0.2	12	-0.1
CCCCCCCCC(=O)N/N=C/c1ccccn1	6	3.4	3	0.4
CC1(C)CC(=O)c2cnc(NCc3ccccc3)nc2C1	3	1.5	-1	0.1
COc1cccc(C(=O)Nc2ccc(I)cc2)c1	-67	-1.9	-12	0.2
O=C(NC1CCCCC1)c1cc([N+](=O)[O-])ccc1N1CCOCC1	2	0.6	-3	-0.2
O=C(CN1CCN(c2ccccc2F)C1=O)NCCc1ccccc1	-18	-0.1	4	0.1
O=C(Nc1ccc2c(c1)OCO2)C1CC12CCN(Cc1cccn1-c1ccccn1)CC2 (stereo not drawn)	-3	0.5	8	-0.1

2 entries from above in another layout.
SMILES,TEAD-YAP block,GPR151 activ,MITF primary,FBW7 act
CCCCCCCCC(=O)N/N=C/c1ccccn1,6,3.4,3,0.4
O=C(NCCSc1ccccc1)c1ccccc1Cl,-41,-2.1,9,0.1
